RGS4-Gao reg: human RGS4-Galphao interaction regulation | P09471 | Multiplexed bead flow cytometry, RGS4-Galphao binding; actives lie on both sides | binding response (% of control), % at 10 µM | 0.33% of 220,000 active; in the data active = binding response below about 49% or above about 150%; inactive = in between;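 also: fluorescent Galphao activated with aluminum fluoride binding bead-coupled RGS4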
Bim-Mcl-1: disrupts Bim peptide binding to human Mcl-1; 0.1% of 190,000 active; inhibition, % at 10 µM; Bead-based flow cytometry, Bim peptide-Mcl-1 binding; Q07820;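 also: 0% = no compound tracer wells and 100% = peptide blocker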
Target sequence (Q07820 whole entry, looked up): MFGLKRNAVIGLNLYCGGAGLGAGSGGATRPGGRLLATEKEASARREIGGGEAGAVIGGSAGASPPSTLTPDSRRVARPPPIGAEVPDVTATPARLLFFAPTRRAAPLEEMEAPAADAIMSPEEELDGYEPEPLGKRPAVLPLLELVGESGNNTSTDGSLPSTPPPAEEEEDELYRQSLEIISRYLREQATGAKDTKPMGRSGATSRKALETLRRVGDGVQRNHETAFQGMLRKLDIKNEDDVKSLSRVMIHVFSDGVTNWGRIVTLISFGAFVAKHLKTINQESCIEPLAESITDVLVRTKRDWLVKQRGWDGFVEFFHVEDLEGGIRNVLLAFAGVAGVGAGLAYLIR
RGS8-Gao reg: modulates binding of RGS8 to human Galphao | response (percent of control binding), % at 10 µM | P09471 | multiplexed bead flow cytometry; actives lie on both sides | AID 1423 | 0.34% of 220,000 active; in the data active = response below about 60% or above about 140%; inactive = in between;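 also: Galphao activated as the GDP aluminium fluoride complex binding bead-coupled RGS8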
Bcl-2 Bim block: inhibitors of Bim-Bcl-2 interaction, human. AID 950. 0.06% of 190,000 active. inhibition, % at 10 µM. Bead-based flow cytometry, Bim peptide-Bcl-2 binding. P10415; in the data active = inhibition above about 40%; inconclusive = no clear call, values can overlap the other calls;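 also: 0% = no compound wells with probe peptide and 100% = reference peptide inhibitor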
RGS7-Gao reg: human RGS7-Galphao interaction regulation. P09471. Multiplexed bead flow cytometry, RGS7-Galphao binding; actives lie on both sides. binding response (% of control), % at 10 µM. 0.35% of 220,000 active; in the data active = binding response below about 49% or above about 150%; inconclusive = no clear call, values can overlap the other calls; inactive = in between;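 also: fluorescent Galphao held in activated GDP-AlF4 state binding bead-coupled RGS7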
Bim-Bcl-W: human Bim-Bcl-W interaction inhibition; bead-based flow cytometry, Bim peptide-Bcl-W binding; inhibition, % at 10 µM; 0.02% of 190,000 active; Q92843;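 also: 0% = bound tracer without compound and 100% = peptide blocker; higher means less fluorescent Bim peptide bound to Bcl-W beads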
Bim-Bfl-1: human Bim-Bfl-1 interaction inhibition. Q16548. 0.12% of 190,000 active. Bead-based flow cytometry, Bim-Bfl-1 binding inhibition. inhibition, % at 10 µM. AID 1008;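 also: 0% = wells without compound plus tracer and 100% = blocker peptide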
ABCG2 block: human ABCG2 inhibition, ABCB1 as counter-screen; Q9UNQ0; IgMXP3 cells, JC-1 efflux, flow cytometry; inhibition, % at 6.6 µM; 0.1% of 190,000 active; AID 1325;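 active = inhibition above 80%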;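 also: 0% = DMSO and 100% = nicardipine control wells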
Target sequence (Q9UNQ0 whole entry, looked up): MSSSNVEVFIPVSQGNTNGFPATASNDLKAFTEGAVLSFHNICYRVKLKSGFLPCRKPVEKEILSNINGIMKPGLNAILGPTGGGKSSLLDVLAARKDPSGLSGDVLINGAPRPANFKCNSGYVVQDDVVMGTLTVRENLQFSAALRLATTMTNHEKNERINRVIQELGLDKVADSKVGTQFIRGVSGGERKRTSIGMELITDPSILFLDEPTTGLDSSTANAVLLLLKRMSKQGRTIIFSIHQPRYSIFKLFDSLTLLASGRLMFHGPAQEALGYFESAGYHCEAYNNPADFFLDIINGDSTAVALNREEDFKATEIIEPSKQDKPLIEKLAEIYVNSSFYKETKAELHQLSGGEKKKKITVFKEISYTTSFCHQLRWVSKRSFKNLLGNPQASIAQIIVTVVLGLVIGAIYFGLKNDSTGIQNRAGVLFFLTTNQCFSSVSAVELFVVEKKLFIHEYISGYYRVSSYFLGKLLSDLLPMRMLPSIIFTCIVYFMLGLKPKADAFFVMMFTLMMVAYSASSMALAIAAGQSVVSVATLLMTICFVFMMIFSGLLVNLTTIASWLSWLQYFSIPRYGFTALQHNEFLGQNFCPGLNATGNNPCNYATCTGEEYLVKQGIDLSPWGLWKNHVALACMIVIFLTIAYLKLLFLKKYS
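material = IgMXP3 (ABCG2) plus far-red-tagged CCRF-Adr (ABCB1) cells | amount = 3 million cells/mL, equal mix of both lines | also added = JC-1 transporter substrate | dosing = one concentration, 6.6 µM final | schedule = 10 min at 25 °C | measured by = flow cytometric JC-1 green MFI at 530 nm | read-out basis = percent efflux inhibition, scaled nicardipine 100% to DMSO 0%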
Bim-Bcl-B: inhibitors of Bim-Bcl-B interaction, human. 0.073% of 190,000 active. AID 951. bead-based flow cytometry, Bim peptide-Bcl-B binding. inhibition, % at 10 µM. Q9HD36;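 also: 0% = tracer peptide without compound and 100% = reference inhibitor peptide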
ABCB1 block: blocks JC-1 efflux by human ABCB1 transporter. 0.067% of 190,000 active. CCRF-Adr cells, flow cytometry. P08183. AID 1326. inhibition, % at 6.6 µM; in the data active = inhibition above about 40%;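 also: 0% = vehicle and 100% = reference inhibitor; higher value means more JC-1 retained so stronger ABCB1 efflux block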
Bim-Bcl-XL: inhibitors of Bim-Bcl-XL interaction, human | 0.04% of 190,000 active | Q07817 | Bim peptide-Bcl-XL binding, bead flow cytometry, fluorescence | inhibition, % at 10 µM
* = called active by the depositor; ? = inconclusive. Rule as the data show it, unless noted: active = inhibition above about 40%. Random draw from the library. About 0.94% of those tested had a hit in this group.

SMILES	RGS4-Gao reg	Bim-Mcl-1	RGS8-Gao reg	Bcl-2 Bim block	RGS7-Gao reg	Bim-Bcl-W	Bim-Bfl-1	ABCG2 block	Bim-Bcl-B	ABCB1 block	Bim-Bcl-XL
CC(=C\c1ccccc1)/C=C1/SC(=O)N(CCCC(=O)Nc2ccc(C(=O)O)cc2)C1=O	102.2	0.0	105.3	2.0	104.3	0.0	0.0	-0.3	-5.0	0.0	-4.0
COc1ccc(CNCCC(c2ccccc2)c2ccc3c(c2)OCO3)cc1 (stereo not drawn)	100.3	-5.0	101.3	-4.0	101.8	-5.0	-3.0	2.3	-4.0	3.6	-3.0
CC(=O)Nc1ccc(S(=O)(=O)NCc2ccc3[nH]c(C)cc3c2)cc1	104.1	2.0	102.5	-4.0	104.9	3.0	-7.0	-2.3	-3.0	-0.4	2.0
Cc1ccc(NC(=O)COC(=O)C2CC(=O)N(Cc3ccccc3)C2)cc1F (stereo not drawn)	98.6	-2.0	96.6	0.0	100.0	-2.0	-6.0	4.8	-6.0	0.3	-3.0
COc1ccc(-c2csc(N3C(=O)C4C5c6ccccc6C(c6ccccc65)C4C3=O)n2)cc1 (stereo not drawn)	98.5	-5.0	94.0	-2.0	102.4	0.0	-7.0	34.3	-3.0	0.8	0.0
Cc1ccc(C(=O)c2sc(Nc3ccccc3)c(C#N)c2N)cc1	96.8	-3.0	100.8	-15.0	96.6	-4.0	-13.0	-13.1	-10.0	-2.0	-9.0
CCN(C(=S)Nc1cccnc1)c1ccccc1	99.6	2.0	100.0	-2.0	100.2	1.0	-3.0	1.6	-1.0	0.4	0.0
CCN1CCN(Cc2c(O)ccc3c2O/C(=C\C=C\c2ccccc2OC)C3=O)CC1	106.6	-5.0	110.9	0.0	106.4	-5.0	-9.0	2.0	-28.0	1.7	-6.0
COc1ccc(N=CC2=C(O)CC(c3ccccc3)CC2=O)c(OC)c1 (stereo not drawn)	100.5	-6.0	104.2	0.0	97.8	-5.0	-1.0	13.2	-10.0	2.0	-8.0
COc1ccc(C)cc1-n1c(C)cc(C=O)c1C	100.9	-2.0	100.6	-1.0	100.4	0.0	-4.0	0.4	-5.0	0.1	-4.0
CCOC(=O)c1c(-c2ccccc2)n(C)c2ccc(O)cc12	96.8	-2.0	98.0	0.0	100.4	-4.0	0.0	1.4	-1.0	0.2	-8.0
CC(=O)N1C(O)CC(C)N1c1ccccc1 (stereo not drawn)	102.6	-2.0	104.5	-3.0	99.5	-3.0	-6.0	-0.4	-1.0	0.0	-3.0
COCCN(C(=S)Nc1cccc(OC)c1)C1CCN(C(C)C)CC1	95.7	-2.0	98.5	-6.0	94.5	-5.0	-13.0	9.9	-5.0	1.0	-5.0
Cc1ccc(CCNC(=O)C2CC(c3ccccc3[N+](=O)[O-])=NO2)cc1 (stereo not drawn)	102.0	-2.0	102.2	0.0	97.9	1.0	3.0	0.2	0.0	-0.2	0.0
Cc1ccc(CSCC(=O)N2CCN(c3ccc(F)cc3)CC2)cc1	99.5	2.0	99.7	0.0	98.4	-4.0	-1.0	2.1	0.0	0.5	-1.0
O=[N+]([O-])c1ccc(N2CCCCC2)c(Cl)c1N1CCCCC1	100.9	-5.0	99.8	-14.0	102.8	-5.0	-22.0	13.0	-6.0	0.9	-9.0
COCC(=O)NNC(=O)c1ccccc1OC	109.8	-3.0	102.1	0.0	92.9	-2.0	-11.0	0.8	-3.0	0.2	-5.0
CCOC(=O)C1CCN(S(=O)(=O)c2cc(F)ccc2OC)CC1	100.9	3.0	102.3	0.0	104.3	3.0	-5.0	7.0	0.0	1.6	0.0
COc1ccccc1NC(=O)Cn1nc(-c2ccncc2)nc1SCC(=O)NC1CCCC1	101.3	-1.0	97.1	-6.0	99.2	0.0	-4.0	0.3	0.0	0.2	-2.0
CC(Sc1nnc(-c2ccccc2Br)n1-c1cccc(C(F)(F)F)c1)C(N)=O (stereo not drawn)	98.6	0.0	97.8	-3.0	100.5	-3.0	2.0	-2.2	-11.0	-0.3	-3.0
Cc1cccc(NC(=S)NCC23C=CC(O2)C2C(=O)N(c4ccc(Cl)cc4)C(=O)C23)c1 (stereo not drawn)	98.0	-7.0	99.2	-5.0	100.5	-5.0	-10.0	2.5	-11.0	0.6	-10.0
O=S(=O)(c1ccccc1)N(CC1CO1)c1ccccc1 (stereo not drawn)	103.1	0.0	106.7	-2.0	101.7	0.0	-6.0	0.2	-7.0	-0.1	-2.0
Cc1oc(-c2ccc(Cl)cc2)nc1CN1CCCC(C(=O)NCc2ccco2)C1 (stereo not drawn)	79.4	1.0	93.1	4.0	80.4	0.0	-2.0	2.4	0.0	0.8	-4.0
COc1ccc(N2CCN(C(=O)c3ccc(C)c(Cl)c3)CC2)cc1	99.0	-4.0	98.0	-7.0	106.2	0.0	-10.0	2.6	-10.0	0.6	3.0
O=C(N/N=C\c1ccc(COc2ccc([N+](=O)[O-])cc2)o1)c1ccc(Cl)cc1	102.8	9.0	99.8	-4.0	99.4	5.0	3.0	-2.8	0.0	-0.2	-1.0
Cc1cc(C(=O)COC(=O)Cc2n[nH]c(=O)c3ccccc23)c(C)n1-c1ccc2c(c1)OCCO2	108.6	-2.0	103.5	-32.0	110.5	-1.0	-16.0	37.9	-9.0	11.4	-4.0
COCCn1c(SCC(=O)c2cccc(OC)c2)nnc1-c1ccco1	97.2	-5.0	101.6	-14.0	100.2	0.0	-14.0	17.9	-8.0	-0.1	-2.0
CCOC(=O)C1CCCN(C(=O)CCNS(=O)(=O)c2ccc3c(c2)CCC(=O)N3)C1 (stereo not drawn)	105.0	-4.0	106.5	-5.0	103.3	-6.0	-28.0	4.0	-9.0	0.7	-8.0
CCOc1ncccc1C(=O)OCC(=O)Nc1cc(S(=O)(=O)N2CCOCC2)ccc1Cl	96.8	-7.0	98.9	-5.0	97.7	-4.0	-4.0	13.3	-3.0	1.0	-8.0
CCCCCCOC(=O)CCc1c(C)nc(N)[nH]c1=O	91.0	-2.0	94.7	-10.0	95.8	0.0	-9.0	1.5	-9.0	0.1	-4.0
Nc1ccc(-c2nc3ccc(C(=O)O)cc3s2)cc1	96.0	-12.0	85.1	3.0	89.3	1.0	-3.0	-7.5	5.0	-1.7	2.0
COc1ccc(/C=N/NC(=O)c2nc(Cl)c(Cl)c(N)c2Cl)cc1COc1ccc(F)cc1F	101.3	-3.0	104.7	-6.0	100.4	-4.0	-2.0	-0.2	-5.0	-0.3	-3.0
COc1ccc(NC(=O)CN(Cc2ccccc2)S(C)(=O)=O)cc1	107.4	2.0	101.5	-1.0	103.0	2.0	-3.0	0.2	-3.0	0.1	-1.0
Cc1ccc(S(=O)(=O)CCC(=O)NCc2ccccc2)cc1	87.2	-3.0	94.3	-1.0	86.2	-2.0	0.0	9.3	-3.0	1.3	-2.0
COc1ccc(NC(=O)N2CCN(S(C)(=O)=O)CC2)c(OC)c1	99.3	-2.0	100.3	0.0	?	1.0	4.0	6.5	2.0	1.7	-2.0
CCOC(=O)C1CCN(C(=O)c2oc3ccc(S(=O)(=O)N4CC(C)CC(C)C4)cc3c2C)CC1 (stereo not drawn)	101.8	0.0	102.0	-5.0	103.9	0.0	1.0	2.8	-4.0	2.3	-1.0
c1ccc(COc2ccc(OCCN3CCCCC3)cc2)cc1	104.3	-2.0	107.2	-3.0	105.5	-4.0	-3.0	-1.3	0.0	0.0	-5.0
Cc1cc(SCc2cc(=O)n3ccsc3n2)nc2ccccc12	100.7	-3.0	97.7	0.0	98.4	-2.0	2.0	7.3	-7.0	1.6	-4.0
Cc1cnc(NC(=O)CSc2nnc(C)s2)s1	103.9	4.0	103.2	-1.0	105.4	4.0	-7.0	0.9	-5.0	0.2	0.0
O=[N+]([O-])c1ccc2nc(-c3ccc(OC(F)F)cc3)cn2c1	106.0	-2.0	107.3	-7.0	104.7	-1.0	-7.0	0.5	-5.0	0.0	-3.0
Fc1ccc(C2CCCN2Cc2nc(Cc3ccccc3F)no2)cc1 (stereo not drawn)	100.5	0.0	102.3	3.0	100.8	2.0	-7.0	2.4	2.0	0.6	0.0
CCOC(=O)NC(=O)COC(=O)Cc1cc(OC)c(OC)c(OC)c1	94.0	0.0	93.4	-4.0	92.0	-4.0	-5.0	1.6	0.0	0.5	-6.0
COc1ccc(-n2nc([N+](=O)[O-])c(=NCCCN3CCCC3=O)n2O)cc1	99.0	-2.0	102.3	1.0	?	-2.0	4.0	1.5	1.0	-0.3	-2.0
COCc1cc(C)nc(OCC(=O)N/N=C/c2ccc(O)cc2O)c1C#N	55.1	-5.0	55.3*	-1.0	58.0	-3.0	3.0	0.1	-4.0	0.0	-3.0
COc1ccc(-n2c(SCc3ccc([N+](=O)[O-])cc3)nnc2-c2ccc(C)cc2)cc1	104.3	10.0	92.6	8.0	106.4	16.0	10.0	7.9	13.0	4.5	13.0
N#CC1=C(N)OC2=C(C(=O)CC(c3ccccc3)C2)C1c1ccoc1 (stereo not drawn)	100.9	0.0	102.3	-1.0	103.0	-5.0	0.0	14.4	-4.0	0.9	-5.0
C=CCn1c(-c2cc(OC)cc(OC)c2)n[nH]c1=S	100.6	-3.0	105.1	-7.0	105.9	0.0	-5.0	4.8	-14.0	0.6	-4.0
CCC(C)N1CCCC1C(=O)Nc1c(C)cc(C)cc1C (stereo not drawn)	100.6	0.0	104.4	0.0	101.4	-2.0	-3.0	4.5	0.0	3.3	-2.0
CN(/C(=N/S(=O)(=O)c1ccccc1)c1ccccc1)S(=O)(=O)c1ccccc1	107.5	-2.0	104.4	0.0	101.5	0.0	-1.0	5.9	0.0	1.5	0.0
Cc1ccc(-c2noc(CSc3nnc(Cc4ccccc4)n3-c3ccc(Cl)cc3)n2)cc1	101.2	-3.0	99.7	-8.0	99.2	0.0	-18.0	16.6	-9.0	2.5	-6.0
CC1=CC(C)(C)NC(=S)N1c1ccccc1C	100.3	0.0	101.9	5.0	100.7	-2.0	-1.0	-1.1	-4.0	-0.1	0.0
CCCCOC(=O)c1ccc(NC(C)=O)cc1	88.6	1.0	95.6	1.0	90.3	2.0	1.0	2.4	0.0	0.2	0.0

Part of the list above, with bars between the fields:
smiles | RGS4-Gao reg | Bim-Mcl-1 | RGS8-Gao reg | Bcl-2 Bim block | RGS7-Gao reg | Bim-Bcl-W | Bim-Bfl-1 | ABCG2 block | Bim-Bcl-B | ABCB1 block | Bim-Bcl-XL
COc1ccc(NC(=O)N2CCN(S(C)(=O)=O)CC2)c(OC)c1 | 99.3 | -2.0 | 100.3 | 0.0 | ? | 1.0 | 4.0 | 6.5 | 2.0 | 1.7 | -2.0
COc1ccc(NC(=O)CN(Cc2ccccc2)S(C)(=O)=O)cc1 | 107.4 | 2.0 | 101.5 | -1.0 | 103.0 | 2.0 | -3.0 | 0.2 | -3.0 | 0.1 | -1.0
COCC(=O)NNC(=O)c1ccccc1OC | 109.8 | -3.0 | 102.1 | 0.0 | 92.9 | -2.0 | -11.0 | 0.8 | -3.0 | 0.2 | -5.0
O=S(=O)(c1ccccc1)N(CC1CO1)c1ccccc1 (stereo not drawn) | 103.1 | 0.0 | 106.7 | -2.0 | 101.7 | 0.0 | -6.0 | 0.2 | -7.0 | -0.1 | -2.0
